C2C12 statin: suppressors of simvastatin-induced myotoxicity in C2C12 myotubes; ATP luminescence, 48 h; scaled: DMSO 0, geranylgeraniol control 100; rescue of ATP level, % at 7.49 µM; 330,000 tested, 0.78% active;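 active = mean ATP rescue above about 67%, or every replicate alone reaching that limit, limit read from the data, passing the limit was not always enough; inconclusive = no clear call, values can overlap the other calls; inactive = mean under the limit and some replicate under it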;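 note: myotubes were challenged with 10 µM simvastatin during compound exposure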
PGC1a acetyl inh: lowers PGC1a acetylation signal in U2OS cells; AlphaScreen anti-acetyl-lysine; with virally co-expressed GCN5 acetyltransferase; inhibition, % at 15.6 µM; 350,000 tested, 0.17% active; AID 651687;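 active = every replicate shows inhibition of at least 40%; inconclusive = mean inhibition at least 40% but some replicate below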;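 note: 0% = neutral control wells and 100% = positive control wells; some results beyond the cut were filed as inactive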
PglD DTNB: inhibitors of Campylobacter jejuni PglD acetyltransferase. 360,000 tested, 0.098% active. purified PglD enzyme, DTNB colorimetric CoA detection. inhibition, % at 12.5 µM; in the data active = inhibition above about 16%, passing the limit was not always enough; inconclusive = no clear call, values can overlap the other calls; note: strong numbers were not always called active
Cneo AK release: causes C. neoformans cell lysis | adenylate kinase release luminescence, 4 h; normalised: neutral wells 0, clomiphene wells 100 | lysis activity, % at 15 µM | 360,000 tested, 0.2% active | AID 651654;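 active = mean lysis activity across replicates of at least 80%, whatever share of replicates individually reach that level; inactive = mean lysis activity below 80%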
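Test system: log-phase Cryptococcus neoformans yeast cells. Input: 5 × 10^6 yeast cells/mL. Medium: fresh YPD growth medium. Doses: single dose. Incubation: static 4 h at 37 °C with compound, 1 h detection. Measured by: luminescent adenylate kinase detection reagent. Read-out: signal increase indicating cell lysis. Benchmarks: Clomiphene.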
FN deposition inh: fibronectin deposition inhibition; AH1F fibroblasts, Alexa488-fibronectin deposition fluorescence, overnight; inhibition, % at 12.6 µM; 350,000 tested, 0.086% active; AID 743247;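 active = mean inhibition across replicates of 30% or more, regardless of how many single replicates reach that level; inconclusive = mean under 30% yet at least half of replicates reach 30%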;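 note: positive control wells lacked labelled fibronectin entirely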
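Material: AH1F fibroblasts assembling fluorescent fibronectin matrix; amount: 10000 AH1F cells/well; medium: DMEM, 2% serum; reagent: Alexa488-fibronectin, 24 nM final in well; dosing: single compound dose, delivered by pin transfer; incubation: 1 h adhesion, overnight exposure; detection: fluorescence after three HBSS washes, excitation 485 nm, emission 525 nm; measure: fibronectin deposition inhibition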
F508del corr: correctors of CFTR F508del function in bronchial epithelial cells. CFBE cells, YFP halide quenching; stimulated with forskolin plus potentiator P3; % fluorescence drop versus neutral controls. activity (quench increase), % at 7.58 µM. 350,000 tested, 0.36% active;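 active = mean added fluorescence quench of at least 8% versus neutral control, with both replicates also reaching 8%; inconclusive = only one of the mean or replicate conditions met; inactive = mean below 8% and not both replicates reaching 8%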;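 note: cells transiently co-express mutant CFTR-F508del with the halide-sensitive YFP; corrector assay measuring rescue of mutant channel to the surface after 24 h compound exposure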
GSIS activator: primary screen for activators of insulin secretion dependent on glucose, INS-1E cells, GLuc reporter luminescence. activation, % at 16.6 µM. 370,000 tested, 0.61% active. AID 743287. INS-1E GLuc reporter insulin secretion, 2-3 h;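 active = lowest replicate activation of at least 40%, so every replicate reaches that level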;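 note: 0% = median of neutral control wells and 100% = median of IBMX positive control wells; some compounds called inactive have numbers as strong as hits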
miR-122 sensor: miR-122 inhibition in Huh7 cells; Huh7 miR-122 Renilla luciferase sensor, 48 h; neutral wells = 0, positive control = 100; activation (reporter increase), % at 12.5 µM; 340,000 tested, 0.3% active; AID 602342;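 active = mean replicate activation score at least 90 and every replicate individually at or above 90; inconclusive = only one of the two criteria met; inactive = neither criterion met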;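 note: higher luciferase means less miR-122 activity so hits act as miR-122 inhibitors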
Starred values were filed as active, the others as inactive; [ ] = dose if it differs, or a comment.

Screening O=C(O)CSc1nc(-c2ccccc2)c(-c2ccccc2)[nH]1 returned PGC1a acetyl inh 7, FN deposition inh -4, F508del corr 1.4 and GSIS activator 56.
`CS(=O)(=O)Nc1ccc2c(c1)[C@@H]1C[C@H](CC(=O)NCc3cc(F)ccc3F)O[C@@H](CO)[C@@H]1O2` gave C2C12 statin -5, PGC1a acetyl inh 1, PglD DTNB 2, Cneo AK release 5, FN deposition inh 0, F508del corr 0.4, GSIS activator 14 and miR-122 sensor 4[16.7 µM].
For O=C(CN1C(=O)C2C3C=CC(C4CC34)C2C1=O)NCc1ccco1 (stereo not drawn) the results were C2C12 statin -7, PGC1a acetyl inh -5, PglD DTNB 5, Cneo AK release -1, FN deposition inh -4, F508del corr -1.8, GSIS activator 2 and miR-122 sensor -10.
For O=C(NCCCN1CCc2ccccc2C1)Nc1ccc(Cl)cc1 the results were C2C12 statin 87*, PGC1a acetyl inh -21, PglD DTNB 1, Cneo AK release -2, FN deposition inh 7 and miR-122 sensor -1.
Cc1cccc(NC(=O)/C(=C\c2ccco2)NC(=O)c2cccs2)c1 was read as PglD DTNB 2, Cneo AK release 0, FN deposition inh -11 and miR-122 sensor 12.
For O=C(Cn1ccc2ccccc2c1=O)NCC(=O)N1CCN(c2ccccc2F)CC1 the results were C2C12 statin -1, PGC1a acetyl inh 8, PglD DTNB 0, Cneo AK release 7, FN deposition inh 1, F508del corr 0.7, GSIS activator 5 and miR-122 sensor -6.
For CCn1c(C(=O)NCc2ccccn2)cc2sccc21 the results were C2C12 statin 10, PGC1a acetyl inh 6, PglD DTNB 2, Cneo AK release 5, FN deposition inh -2, GSIS activator -6 and miR-122 sensor -3.
For CCOC(=O)C(=CNc1ccc(C)cc1C)C(=O)OCC the results were C2C12 statin -7, PGC1a acetyl inh inconclusive, PglD DTNB 1, Cneo AK release 2, FN deposition inh 2 and miR-122 sensor -9.
Screening Cc1cc(N2CCC(C)CC2)nc(NCc2ccccc2)n1 returned PglD DTNB 3, Cneo AK release -2, FN deposition inh -3, F508del corr -12 and GSIS activator -7.
O=C(N/N=C/c1ccc(O)c(O)c1)C1c2ccccc2Oc2ccccc21 was read as PGC1a acetyl inh 4, PglD DTNB 6, Cneo AK release 1 and miR-122 sensor -4.
For Cc1ccc(C(=O)CN2/C(=C(\O)c3ccccc3)C(=O)c3ccccc3S2(=O)=O)c(C)c1 the results were C2C12 statin -3, PGC1a acetyl inh 10, PglD DTNB -2, Cneo AK release 0 and miR-122 sensor -3.
CCN(CC)c1ccc(/C=N/NS(=O)(=O)c2cccc([N+](=O)[O-])c2)cc1 was read as PGC1a acetyl inh 6, PglD DTNB -2, Cneo AK release 4, FN deposition inh 8, GSIS activator -14 and miR-122 sensor 2.
Screening C[C@H]1CN([C@@H](C)CO)C(=O)Cc2cc(NC(=O)Nc3cccc4ccccc34)ccc2O[C@H]1CN(C)C(=O)Nc1ccccc1 returned C2C12 statin 4, PGC1a acetyl inh -2, PglD DTNB 3, Cneo AK release 1, F508del corr -4.2, GSIS activator -14 and miR-122 sensor -11[16.7 µM].
`CN(C)CCCN(Cc1ccccc1)C(=S)Nc1ccc(OC(F)F)cc1` gave PGC1a acetyl inh 10, PglD DTNB 9, FN deposition inh -1, GSIS activator -5 and miR-122 sensor 0.
For CC1CCN(c2ccccc2NC(=O)c2ccc([N+](=O)[O-])o2)CC1 the results were C2C12 statin 10, PGC1a acetyl inh 2, PglD DTNB -1, Cneo AK release 2, FN deposition inh 7, F508del corr 0.4, GSIS activator 5 and miR-122 sensor -1.
Cc1cc(=O)n2nc(N3CCCC(C(=O)NC(C)c4ccccc4)C3)sc2n1 (stereo not drawn) was read as PGC1a acetyl inh 3, PglD DTNB -2, Cneo AK release 0, FN deposition inh 10 and miR-122 sensor -2.
N#Cc1ccccc1S(=O)(=O)N1CCN(c2cnccn2)CC1 was read as PGC1a acetyl inh 7, FN deposition inh 6, F508del corr -2.6 and GSIS activator 4.
CC(=O)c1ccc(NC(=O)c2cc3ccccc3o2)cc1 was read as C2C12 statin -8, PGC1a acetyl inh -23, PglD DTNB -7, Cneo AK release 4, FN deposition inh -2, F508del corr -0.7, GSIS activator 9 and miR-122 sensor 3.
`O=C(NCc1ccc(F)cc1)[C@@H]1[C@@H](CO)[C@@H]2Cn3c(cccc3=O)[C@H]1N2C(=O)Cc1ccccn1` gave C2C12 statin 1, PglD DTNB -1, Cneo AK release 2 and GSIS activator 6.
O=C(NCc1ccc(F)cc1Cl)C1CC(=O)N(C2CCCCCCC2)C1 (stereo not drawn) was read as C2C12 statin 0, PGC1a acetyl inh 0, PglD DTNB -7, Cneo AK release -2, FN deposition inh 5, F508del corr -1.7, GSIS activator -25 and miR-122 sensor -5.
CC1(C(=O)NS(=O)(=O)c2ccccc2Cl)CCN1C(=O)COc1ccc(Cl)cc1 (stereo not drawn) was read as C2C12 statin 2, PglD DTNB -1, Cneo AK release 2, FN deposition inh 3, F508del corr 2.3 and GSIS activator -1.
COc1cc(C#Cc2c(C=O)n(C)c3ccccc23)cc(OC)c1 was read as C2C12 statin 10, PGC1a acetyl inh 13, PglD DTNB -3, Cneo AK release -1, FN deposition inh -7, F508del corr 0.6, GSIS activator 9 and miR-122 sensor 7.
For CN(C(=O)c1cccc(NC(=O)Cc2ccc(NC(=O)C3CCN(C(=O)C4CCCC4)CC3)cc2)c1)C1CCCC1 the results were C2C12 statin -11, PGC1a acetyl inh -9, PglD DTNB 2, Cneo AK release -1, FN deposition inh -1, F508del corr -2.5, GSIS activator -22 and miR-122 sensor -7.
COc1ccc(NC(=O)N(C)C[C@@H]2Oc3ccc(NC(=O)NC(C)C)cc3C(=O)N([C@@H](C)CO)C[C@@H]2C)cc1 was read as C2C12 statin -3, PGC1a acetyl inh 3, PglD DTNB -4, Cneo AK release 0, F508del corr 0.5, GSIS activator 0 and miR-122 sensor -4[16.7 µM].
Screening COc1ccc(S(=O)(=O)N2CCOCC2)cc1NC(=O)CC1CCCC1 returned C2C12 statin -8, PGC1a acetyl inh -1, PglD DTNB -2, Cneo AK release -1, F508del corr -2.3, GSIS activator 2 and miR-122 sensor -1.
COCC(=O)N1[C@@H](CO)[C@@H]2c3ccccc3N(C(=O)Nc3ccccc3Cl)C[C@@H]21 was read as C2C12 statin 42, PGC1a acetyl inh -8, PglD DTNB 0, Cneo AK release -3, FN deposition inh 9, F508del corr 1.1, GSIS activator -1 and miR-122 sensor 4[16.7 µM].
Screening CCCNC1CCS(=O)(=O)C1 (stereo not drawn) returned C2C12 statin 12, PGC1a acetyl inh 3, PglD DTNB -3, Cneo AK release -1 and miR-122 sensor -3.
Cc1cc(NC(=O)CN2C(=O)NC(C)(CC(C)C)C2=O)no1 (stereo not drawn) was read as C2C12 statin 0, PGC1a acetyl inh 2, PglD DTNB 2, Cneo AK release -1, FN deposition inh 0, F508del corr -0.4, GSIS activator 4 and miR-122 sensor -5.
COc1ccc(NC(C)=O)cc1NC(=O)CSc1nnc(-c2ccncc2)n1C was read as C2C12 statin 9, PGC1a acetyl inh 10, PglD DTNB 6, Cneo AK release 0, FN deposition inh 1 and miR-122 sensor -5.
`CC(=O)c1ccc(N2CCN(C(=O)c3ccc4c(c3)OCO4)CC2)cc1` gave PGC1a acetyl inh -11, PglD DTNB -4, Cneo AK release 0, FN deposition inh 12, F508del corr 2.4, GSIS activator 5 and miR-122 sensor -2.
`COc1cccc(S(=O)(=O)N[C@@H]2CC[C@H](CC(=O)NCc3ccc(F)cc3)O[C@@H]2CO)c1` gave C2C12 statin 4, PGC1a acetyl inh 12, PglD DTNB 2, Cneo AK release 3, F508del corr 0.2 and GSIS activator -1.
`COc1ccc(S(=O)(=O)N2CC[C@H]3[C@H](CO)Nc4ccc(Br)cc4[C@H]32)cc1` gave C2C12 statin 1, PGC1a acetyl inh -7, PglD DTNB 1, Cneo AK release -6, FN deposition inh 6, F508del corr 4.5, GSIS activator 8 and miR-122 sensor -9[16.7 µM].
`NC(=O)c1ccc(C(F)(F)F)n(Cc2cccc(Cl)c2)c1=O` gave C2C12 statin -7, PGC1a acetyl inh -7, PglD DTNB -1, Cneo AK release -3, FN deposition inh 11, GSIS activator -13 and miR-122 sensor -9.
`C[C@@H]1CN([C@@H](C)CO)C(=O)CCCn2cc(nn2)CO[C@@H]1CN(C)C(=O)Nc1ccc(N2CCN(C)CC2)cc1` gave C2C12 statin -11, PGC1a acetyl inh 14, PglD DTNB -1, Cneo AK release -1, FN deposition inh -7, F508del corr 2.9, GSIS activator 12 and miR-122 sensor 3[16.7 µM].
`CC=Cc1ccc2n(c1=O)C[C@H]1[C@H](CO)[C@@H](C(=O)NC3CCCC3)N(Cc3nccs3)[C@@H]21` (mixture of isomers) gave C2C12 statin 23, PglD DTNB 2, Cneo AK release -1, F508del corr -3.9, GSIS activator 4 and miR-122 sensor -4[16.7 µM].
Screening Cc1ccccc1CNC(=O)CN(c1ccccc1Cl)S(C)(=O)=O returned C2C12 statin -7, PglD DTNB 4, Cneo AK release 3, FN deposition inh 0, F508del corr -7.5 and GSIS activator 5.
For O=C(c1cccc(F)c1)N1C[C@@H]2[C@H](c3ccccc31)[C@H](CO)N2C(=O)c1cccc(F)c1 the results were C2C12 statin -6, PGC1a acetyl inh 5, PglD DTNB 4, Cneo AK release 0, FN deposition inh 2, F508del corr -0.4, GSIS activator 3 and miR-122 sensor 10[16.7 µM].
Screening CCCN1C[C@H](C)[C@@H](OC)CN(C)C(=O)c2ccc(NC(=O)COC)cc2OC[C@H]1C returned C2C12 statin 7, PglD DTNB -1, Cneo AK release 0, FN deposition inh 4, GSIS activator 1 and miR-122 sensor 1[16.7 µM].
`Cc1n[nH]c(=O)c2c(NC(=O)CSc3nc4ccccc4c(=O)n3CCCOC(C)C)oc(C)c12` gave C2C12 statin -4, PglD DTNB -3, Cneo AK release 3, FN deposition inh -5, F508del corr -5.0, GSIS activator 1 and miR-122 sensor -2.
For Cc1ccc(S(=O)(=O)N2CCOC2CNC(=O)C(=O)NCC(C)C)cc1 (stereo not drawn) the results were C2C12 statin 4, PGC1a acetyl inh -9, PglD DTNB -2, Cneo AK release 2, F508del corr 1.8, GSIS activator 0 and miR-122 sensor 4.
`CCn1c(=N)n(CC(O)COc2cccc(C)c2)c2ccccc21` (stereo not drawn) gave C2C12 statin -4, PGC1a acetyl inh -5, PglD DTNB -3, Cneo AK release -2, FN deposition inh 8 and miR-122 sensor -6.
`CCC(=O)Nc1cccc(C(=O)OC)c1` gave PGC1a acetyl inh 2, PglD DTNB 3, Cneo AK release -2, FN deposition inh -5, F508del corr -0.6, GSIS activator -13 and miR-122 sensor 0.

In the list so far, these contain a nitro group on carbon:
CCN(CC)c1ccc(/C=N/NS(=O)(=O)c2cccc([N+](=O)[O-])c2)cc1 was read as PGC1a acetyl inh 6, PglD DTNB -2, Cneo AK release 4, FN deposition inh 8, GSIS activator -14 and miR-122 sensor 2.
For CC1CCN(c2ccccc2NC(=O)c2ccc([N+](=O)[O-])o2)CC1 the results were C2C12 statin 10, PGC1a acetyl inh 2, PglD DTNB -1, Cneo AK release 2, FN deposition inh 7, F508del corr 0.4, GSIS activator 5 and miR-122 sensor -1.
